Gli-Sufu antag: blocks Gli-Sufu signaling in a luciferase reporter | Sufu-KO-LIGHT fibroblasts, Gli luciferase reporter luminescence | inhibition, % at 5 µM | 340,000 compounds, 0.74% hits;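 active = inhibition above about 55%, limit read from the data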;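 note: 0% = DMSO-treated cells and 100% = wells with medium but no cells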
ATG4B inhibitor: blocks human ATG4B protease cleavage of LC3 substrate | inhibition, % at 8.33 µM | AID 504462 | 340,000 compounds, 0.51% hits | ATG4B cleavage of LC3-PLA2, NBD-HPC fluorescence, 1 h; in the data active = inhibition above about 40%
CCR6 antag: antagonists of human CCR6 receptor; P51684; CHO-K1 CCR6 PathHunter beta-arrestin, luminescence, CCL20-stimulated; inhibition, % at 20 µM; 340,000 compounds, 0.49% hits;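 active = compounds whose inhibition of the agonist-driven luminescence signal at 20 µM reaches about 50%, limit read from the data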;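 note: cells stimulated with CCL20 at 14 nM final; plate controls were DMSO with CCL20 for no effect and DMSO without agonist for full effect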
CXCR6 inh: inhibitors of human CXCR6 receptor; inhibition, % at 20 µM; AID 602244; CHO-K1 PathHunter CXCR6 beta-arrestin, luminescence; 360,000 compounds, 0.36% hits; in the data active = inhibition above about 34%, passing the limit was not always enough;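 note: antagonist mode with CXCL16 agonist at 10 nM final; 0% = 10 nM CXCL16 with DMSO and 100% = unstimulated wells without agonist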
Target sequence (O00574 whole entry, looked up): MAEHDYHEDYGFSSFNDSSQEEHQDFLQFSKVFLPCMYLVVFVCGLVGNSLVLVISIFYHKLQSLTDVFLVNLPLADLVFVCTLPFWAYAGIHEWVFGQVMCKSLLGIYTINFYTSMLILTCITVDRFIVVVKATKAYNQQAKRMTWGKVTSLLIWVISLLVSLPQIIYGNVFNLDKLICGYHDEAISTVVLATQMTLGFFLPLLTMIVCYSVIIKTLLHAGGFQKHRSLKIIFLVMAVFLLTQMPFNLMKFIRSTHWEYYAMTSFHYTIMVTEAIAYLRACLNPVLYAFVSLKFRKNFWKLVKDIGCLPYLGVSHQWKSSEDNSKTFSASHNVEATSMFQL
APJ antag: antagonists of human APJ apelin receptor | CHO-K1 APJ beta-arrestin complementation, luminescence | inhibition, % at 20 µM | 330,000 compounds, 0.32% hits;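 active = inhibition above about 40% at 20 µM, limit read from the data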;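 note: cells challenged with 10 nM apelin-13 agonist together with compound; plate controls were apelin-13 plus DMSO wells for no effect and DMSO wells lacking apelin-13 for full effect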
Target sequence (P35414 whole entry, looked up): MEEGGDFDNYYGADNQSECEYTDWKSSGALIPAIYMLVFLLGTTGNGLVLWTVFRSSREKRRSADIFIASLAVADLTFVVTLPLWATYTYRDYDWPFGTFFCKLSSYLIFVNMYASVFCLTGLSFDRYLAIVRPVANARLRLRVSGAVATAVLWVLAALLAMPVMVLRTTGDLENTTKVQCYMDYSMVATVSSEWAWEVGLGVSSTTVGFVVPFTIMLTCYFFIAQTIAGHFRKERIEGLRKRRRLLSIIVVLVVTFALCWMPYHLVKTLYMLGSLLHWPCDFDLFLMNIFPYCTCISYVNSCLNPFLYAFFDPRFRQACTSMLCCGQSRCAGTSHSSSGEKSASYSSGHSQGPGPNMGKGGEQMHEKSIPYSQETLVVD
UBC13 polyUb: human UBC13 polyubiquitination inhibition; AID 485273; inhibition, % at 20 µM; P61088; 330,000 compounds, 0.47% hits; UBC13 polyubiquitin chain formation, TR-FRET; in the data active = inhibition above about 45%, passing the limit was not always enough
Target sequence (P61088 whole entry, looked up): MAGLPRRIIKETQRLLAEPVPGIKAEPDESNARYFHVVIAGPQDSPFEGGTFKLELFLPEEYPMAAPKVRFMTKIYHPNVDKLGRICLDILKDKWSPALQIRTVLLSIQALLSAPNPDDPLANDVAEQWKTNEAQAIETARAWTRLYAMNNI
APJ agonist: agonists of human APJ apelin receptor. 330,000 compounds, 0.11% hits. P35414. activation, % at 20 µM. CHO-K1 APJ PathHunter beta-arrestin, luminescence; 0% DMSO wells, 100% apelin. AID 2520;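 active = activation more than six SD over the plate average, tested at 20 µM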;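 note: 0% = DMSO alone and 100% = apelin-13 at 10 nM; some results filed as inactive read as strong as hits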
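Test system: CHO-K1 APJ beta-arrestin complementation cell line | Compound: Single test compound dose, 20 µM final, 1% DMSO | Incubation: Compound 90 min 25 °C, reagent 1 h | Measured by: beta-gal luminescence | Read-out basis: APJ–arrestin association signal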
EBI2 block: antagonists of human EBI2 receptor; inhibition, % at 5 µM; AID 651636; EBI2 beta-arrestin recruitment, luminescence, 7a,25-OHC stimulated; 360,000 compounds, 0.81% hits; P32249; in the data active = inhibition above about 38%;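 note: enzyme fragment complementation signal reports receptor beta-arrestin coupling in cells; 0% = agonist plus DMSO wells and 100% = wells without agonist; some results beyond the cut were filed as inactive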
* hit, by the source's call; / = not tested or not shown.

The first three compounds (preview)
SMILES	Gli-Sufu antag	ATG4B inhibitor	CCR6 antag	CXCR6 inh	APJ antag	UBC13 polyUb	APJ agonist	EBI2 block
CCS(=O)(=O)N1CCC(C(=O)Oc2ccc(Br)cc2)CC1	-9	1	-6	4	-1	5	-2	8
CCOc1ccc(NC(=S)Nc2ccc(Br)cc2Cl)cc1	-6	-1	14	10	-5	6	-3	68*
C=CCc1cccc(CNc2nc3ccccc3n2CC)c1O	2	3	-2	9	9	10	12	21

Results, repeating the preview:
SMILES	Gli-Sufu antag	ATG4B inhibitor	CCR6 antag	CXCR6 inh	APJ antag	UBC13 polyUb	APJ agonist	EBI2 block
CCS(=O)(=O)N1CCC(C(=O)Oc2ccc(Br)cc2)CC1	-9	1	-6	4	-1	5	-2	8
CCOc1ccc(NC(=S)Nc2ccc(Br)cc2Cl)cc1	-6	-1	14	10	-5	6	-3	68*
C=CCc1cccc(CNc2nc3ccccc3n2CC)c1O	2	3	-2	9	9	10	12	21
Cc1nc2ccc([N+](=O)[O-])cc2nc1C	24	-13	-9	3	-13	-14	0	-12
COC(=O)[C@@]12CCCCN1[C@H](c1ccc(SC3CCCCC3)cc1)[C@H]1C(=O)N(C)C(=O)[C@H]12	-4	-11	17	3	7	11	3	6
CC(=O)C1=C(O)C(=O)N(c2nccs2)C1c1ccc(F)cc1 (configuration not stated)	9	8	-4	6	7	-24	-3	1
COc1ccc(C(=O)OCC(=O)N2CCN(C(=O)c3ccco3)CC2)cc1OC	-5	-1	12	8	6	8	-1	4
COc1ccc(/C=N/N(CCC(=O)NC(C)(C)C)C2=NS(=O)(=O)c3ccccc32)cc1	/	-15	14	5	9	2	-3	28
CN1CCC(=NNC(=O)CN(c2ccccc2)S(=O)(=O)c2ccccc2)CC1	5	0	3	2	-10	4	1	-5
COc1cc(C2N(c3ccc(Cl)cc3)C(=O)C3CCCN32)cc(OC)c1OC (configuration not stated)	-13	-3	1	0	-42	8	-2	0
Cc1ccc(CNC(=O)C2C3C=CC4(CN(Cc5cccnc5)C(=O)C24)O3)cc1 (configuration not stated)	2	4	-2	-4	18	-3	-4	-13
O=C(O)c1cc2c(cc1NC(=O)C1CCCC1)OCCO2	-13	3	1	2	-5	1	-4	-21
CC(C)(C)c1ccc(C2CC2C(=O)N/N=C\c2cc3ccccc3nc2Cl)cc1 (configuration not stated)	18	-4	-14	-4	-4	-11	2	5
COc1ccc(C(=O)c2ccc(N(C)C)cc2)c2ccccc12	42	11	1	1	-2	8	-4	5
C=CCn1c(SCC(=O)N2CCCC2)nc2c([nH]c3ccccc32)c1=O	8	6	13	-3	7	12	-3	7
CCOc1ccc(S(=O)(=O)N(C)C2CCCCC2)cc1	5	11	18	-3	8	2	2	-2
COCCSc1nnc(NC(=O)Cc2ccc(OC)c(OC)c2)s1	1	1	-4	2	-11	1	-4	0
O=c1cc(CNc2cc(C(F)(F)F)cc(C(F)(F)F)c2)nc2sccn12	9	9	-2	-3	-4	-2	-1	7
CC(C)(C)NC(=O)NC(=O)COC(=O)c1cccc(OC(F)F)c1	-17	-37	13	-1	-9	14	-3	-4
Cc1cccc2c1N(CCOc1ccc(C(C)(C)C)cc1)C(=O)C2=O	5	57*	35	26	12	-4	2	7
CCN(C#N)c1nc(NC(C)C)nc(NC(C)C)n1	5	10	5	-5	-2	8	-1	4
CC(/C=C/C=C/c1ccccc1)=N\NC(=O)c1cccnc1	-3	-10	15	1	-19	-26	-2	0
O=C(NCc1ccccc1)C(C(=O)c1ccc(F)cc1)n1ccccc1=O (configuration not stated)	-3	7	-7	4	11	4	2	-4
O=C(Nc1cccc(F)c1)C1CCN(C(=O)NCc2ccccc2)CC1	-10	-6	13	3	4	-6	-2	4
O=[N+]([O-])c1ccc(Cc2ccncc2)cc1	-6	6	6	6	-6	8	-2	-1
COc1cccc(C(c2c(C)[nH]n(-c3ccccc3)c2=O)c2c(C)[nH]n(-c3ccccc3)c2=O)c1O	1	4	16	3	7	-22	-4	9
CCN(CC)CCC(=O)N1c2ccccc2CCc2ccc(NC(=O)OC)cc21	1	8	18	2	6	-3	-5	0
COC(=O)[C@@H]1C(c2ccccc2)(c2ccccc2)[C@@]1(C)C(=O)OC	11	-9	28	6	10	-4	-1	7
COc1ccc(N(CC(=O)O)S(=O)(=O)c2ccccc2[N+](=O)[O-])c(OC)c1	-11	4	-2	1	4	-1	-4	-3
COC(=O)Cc1[nH]nc2c1C1(CCSCC1)C(C#N)=C(N)O2	5	-2	-4	7	13	2	4	2
CCN1C(=O)[C@H]2[C@H]3CN=C(SCc4ccccc4)N3[C@@](CC)(C(=O)OC)[C@H]2C1=O	5	-3	20	0	/	/	/	-1
C[C@]12c3[nH]c4ccccc4c3CCN1C(=O)C(CC(=O)NCCCn1ccnc1)C[C@@H]2C(=O)N1CCCCC1 (some centres not stated)	4	/	1	2	0	-5	0	-9
C/C(N)=C(/C#N)C(=O)COC(=O)CCC1CCCC1	1	-15	-14	-4	4	7	2	2
CC(C)CC(=O)NC(=S)Nc1ccccn1	-6	-8	11	-13	15	-6	-6	-3
Cc1ccc(NS(=O)(=O)c2ccc(-c3ccc(=O)[nH]n3)o2)c(C)c1	2	-6	3	-2	39	-10	2	-16
CCCCC(=O)C1CCN(Cc2ccccc2)CC1	-1	-9	-1	-11	-5	2	-4	-3
C/C(=N/NC(=O)CNC(=O)c1ccccn1)c1cccc([N+](=O)[O-])c1	-10	-1	1	-3	8	3	-3	-3
CCOC(=O)C1=CN2CCCC[C@@H]2CC1=O	-12	-7	3	13	-6	8	-2	-1
Cc1cccc(-n2cc[nH]c2=S)c1	-2	-1	-14	-2	2	6	3	-4
CCc1nc(NCC2CCCO2)c(C#N)c2c1COC(C)(C)C2 (configuration not stated)	-2	-10	11	-6	18	13	14	-4
O=C(Nc1ccc(CN2CCCCC2)cc1)c1sc2ccccc2c1Cl	4	-4	27	-2	8	20	-2	-5
COC(=O)c1sccc1NC(=O)Nc1ccccc1C	-3	-11	7	2	4	-5	3	-18
COc1cccc(/C=N/N2CCN(Cc3ccccc3)CC2)c1O	-22	-9	0	2	3	-6	1	-9
CCOC(=O)C(=Cc1ccc(Br)cc1)C(=O)OCC	0	-3	28	1	/	/	/	12
CCCc1cc(C(=O)Nc2ccc(CC)cc2)no1	-8	0	16	6	12	-3	-4	2
Cc1c(NC(=O)CSc2nnnn2-c2ccc(O)cc2)c(=O)n(-c2ccccc2)n1C	-7	-5	0	8	-4	-1	-2	-19
COC(=O)c1ccc2c(=O)[nH]c(COC(=O)c3c(-c4ccccc4Cl)noc3C)nc2c1	3	0	7	6	-27	2	-4	-6
Cc1ccc(S(=O)(=O)NCC(=O)N(CCc2ccccc2)CC(=O)NCc2ccco2)cc1	8	3	10	4	/	/	/	1
CC(=O)C1=C(O)C(=O)N(CCCn2ccnc2)C1c1ccc(Br)cc1 (configuration not stated)	-1	-15	10	7	9	7	-2	-6
COC(=O)C1C=CC(OC2OC(COC(C)=O)C(OC(C)=O)C(OC(C)=O)C2OC(C)=O)n2c(=O)n(-c3ccccc3)c(=O)n21 (configuration not stated)	22	6	23	14	/	/	/	-3

(next part)
SMILES	Gli-Sufu antag	ATG4B inhibitor	CCR6 antag	CXCR6 inh	APJ antag	UBC13 polyUb	APJ agonist	EBI2 block
COc1ccccc1N1CCN(C(=O)CCCn2c(=O)[nH]c3ccsc3c2=O)CC1	5	-6	0	-6	-6	-7	0	-6
Cc1occc1-c1nnc(SCC(=O)N2c3ccccc3CCc3ccccc32)n1C	-7	3	19	1	2	-3	-2	-7
O=C(C[C@@H]1C/C=C/CC[C@@H](Cc2ccc(F)cc2)C(=O)OCCNC1=O)N[C@H](CO)Cc1ccccc1	0	0	4	-3	0	11	2	3
O=C(CSc1cccc[n+]1[O-])Nc1ccc(Cl)cc1F	-3	-47	-2	0	5	-5	-3	-4
CN(C)S(=O)(=O)c1cc(NC(=O)CSc2cccc[n+]2[O-])ccc1Cl	7	-14	7	6	7	-4	-4	-8
Cc1noc(C)c1C(=O)NCCc1ccccc1	-3	-5	-16	-1	-2	-10	2	-5
O=C(O)c1ccccc1NS(=O)(=O)c1cccc(C(F)(F)F)c1	2	-11	3	6	9	16	-4	-11
Cc1ccc2nc(N/C(N)=N/S(=O)(=O)c3ccc([N+](=O)[O-])cc3)nc(C)c2c1	-15	8	1	3	-60	3	3	5
N#Cc1ccc(N2CCOCC2)c([N+](=O)[O-])c1	9	-1	9	0	-6	6	-3	5
COc1ccc(N2CCN(C(=O)COC(=O)CCS(=O)(=O)c3ccc(C)cc3)CC2)cc1	2	-10	6	-12	2	7	-5	-10
CCOc1ccc(N2CC(C(=O)Nc3cccc(C)c3C)CC2=O)cc1 (configuration not stated)	4	-5	-5	2	0	-7	2	25
Cn1c(CNC(=O)OC(C)(C)C)nnc1SCC(=O)N1CCOCC1	40	6	0	-2	16	3	-3	1
O=C(CN1C(=O)NC2(CCCC2)C1=O)NCCC1=CCCCC1	-5	4	5	-12	2	97*	-1	-9
CC1(C)OC2OC(C(=O)N/N=C/c3cc(Br)ccc3O)C3OC(C)(C)OC3C2O1 (configuration not stated)	2	-3	6	11	9	5	-5	-19
COc1ccc(C(=O)O)cc1S(=O)(=O)NC(C)(C)C	5	-1	13	-4	12	0	-1	-8
Cc1ccc(C)c(OCCC(=O)Nc2ccc(S(=O)(=O)N3CCCC3)cc2)c1	-5	-13	11	-4	-7	10	-2	13
O=C(O)c1ccc(CN(c2ccccn2)S(=O)(=O)c2ccccc2)cc1	36	-2	-6	-6	16	-3	-3	-2
Cc1ccc(S(=O)(=O)/N=C2/NC(=O)/C(=C\c3ccccc3)S2)cc1	14	16	-5	1	-6	-25	-1	1
C#CCN1C(=O)C(O)(CC(=O)/C=C/C=C/c2ccccc2)c2ccccc21 (configuration not stated)	-5	-4	3	-9	-11	-22	-1	-1
CC1=NN(C(=O)CCc2ccccc2)C(c2ccccc2)C1 (configuration not stated)	-16	-5	15	-6	13	8	-3	0
O=[N+]([O-])c1ccccc1S(=O)(=O)Nc1cccc(-c2ccc(N3CCOCC3)nn2)c1	-22	-2	1	5	2	-6	8	-7
O=C(NC1CCSc2ccccc21)c1ccc(C(F)(F)F)cc1 (configuration not stated)	7	4	14	-16	23	4	-3	0
Cc1cc(/C=C(/C#N)C(=O)O)c(C)n1-c1cccc2ccccc12	-16	7	17	-6	6	-2	-2	11
O=C(O)c1ccc(N=Nc2c(O)ccc3ncccc23)cc1	-65	11	48	37	36	-147	-8	12
COc1ccc(C(C#N)C2(C)OCCO2)cc1OC (configuration not stated)	27	13	0	-4	-20	-5	2	-7
CCc1c(C(=O)N/N=C/c2cccs2)nnn1-c1nonc1N	12	-1	9	4	-10	-4	-1	-14
CCCNC(=O)C1Cc2cc(S(=O)(=O)N3CCCC3)ccc2N1C(C)=O (configuration not stated)	-7	-5	10	4	-1	3	3	2
O=c1ccn(Cc2ccccc2)c2ccccc12	3	-7	0	11	7	6	0	-3
CCCn1cnnc1CNC(=O)C1CCC(=O)N(CCc2cccc(F)c2)C1 (configuration not stated)	0	-5	3	1	1	3	0	2
CN(C)c1cccc(C(=O)OCC(=O)NCC2CCCO2)c1 (configuration not stated)	14	-6	21	-3	17	7	-3	1
COC(=O)C1=C(C)NC(C)=C(C(=O)OC)C1C1CC=CCC1 (configuration not stated)	4	7	4	10	8	-2	-5	-1
O=C(O)CCSCCCN1C(=O)c2cccc3cccc(c23)C1=O	-2	2	-3	-1	7	-12	1	-11
O=S(=O)(c1ccccc1)c1nc(-c2cccs2)oc1NCc1cccnc1	-5	3	7	2	-15	2	-2	0

High-throughput results from PubChem BioAssay.
